# Assay outcomes: PubChem BioAssay, The Scripps Research Institute Molecular Screening Center
# MITF primary: inhibitors of human MITF; O75030; inhibition, % at 2.6 µM; AlphaScreen MITF homodimerization, bead proximity signal; AID 1259374; 0.91% of 650,000 active; in the data active = inhibition above about 50%;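 also: 0% = vehicle wells with protein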
# TEAD-YAP inh: TEAD-YAP interaction inhibition. HEK-TIYL cells, TEAD-Gal4/YAP UAS-luciferase luminescence. inhibition, % at 9.12 µM. 1.4% of 640,000 active. AID 1259422; in the data active = inhibition above about 32%;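 also: 0% = median of test compound wells and 100% = reference inhibitor wells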
# FBW7 act: human FBW7 E3 ligase activation, primary screen | AlphaScreen FBW7–phospho-cyclin E peptide binding, activator screen | normalized activity (activation), % at 26.1 µM | 0.13% of 650,000 active | AID 1259310; in the data active = normalized activity above about 1.9%;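 also: purified mutant Fbw7 with reduced substrate affinity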
# Target sequence (Q969H0 whole entry, looked up): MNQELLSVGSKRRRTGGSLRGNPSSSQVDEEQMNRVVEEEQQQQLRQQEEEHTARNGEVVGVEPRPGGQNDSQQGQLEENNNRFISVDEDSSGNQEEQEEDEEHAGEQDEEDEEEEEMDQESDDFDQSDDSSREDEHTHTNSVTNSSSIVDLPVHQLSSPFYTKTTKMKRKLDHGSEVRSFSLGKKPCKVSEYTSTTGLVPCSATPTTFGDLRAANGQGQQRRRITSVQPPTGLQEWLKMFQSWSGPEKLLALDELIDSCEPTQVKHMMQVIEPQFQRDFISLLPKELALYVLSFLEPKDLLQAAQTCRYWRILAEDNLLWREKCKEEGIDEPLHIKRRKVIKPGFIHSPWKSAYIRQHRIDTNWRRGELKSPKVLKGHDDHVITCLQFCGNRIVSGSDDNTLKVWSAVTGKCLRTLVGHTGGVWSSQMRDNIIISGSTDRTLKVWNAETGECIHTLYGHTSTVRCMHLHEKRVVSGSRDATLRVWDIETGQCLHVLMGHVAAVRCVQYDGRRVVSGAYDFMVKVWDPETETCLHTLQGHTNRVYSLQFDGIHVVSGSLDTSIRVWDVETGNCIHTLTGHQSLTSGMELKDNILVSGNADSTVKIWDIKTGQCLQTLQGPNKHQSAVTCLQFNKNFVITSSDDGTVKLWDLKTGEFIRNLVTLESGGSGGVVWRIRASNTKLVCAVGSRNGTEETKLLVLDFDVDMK
# GPR151 ag: activates the human receptor GPR151; Q8TDV0; PathHunter beta-arrestin GPR151 cells, luminescence; activation, % at 11.2 µM; 1% of 650,000 active; AID 1508602; in the data active = activation above about 4.9%;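 also: 0% = median of compound wells and 100% = cells with positive control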
# * marks the source's active call; other numbers are inactive results.
# A first look:
Structure	GPR151 ag	TEAD-YAP inh	FBW7 act	MITF primary
CC(Cc1ccccc1)NC(=O)/C=C/c1ccc([N+](=O)[O-])cc1 (centres undefined)	-1.8	-2.2	-0.2	-5.0
COc1ccc(N2C(=O)CC(Sc3nc(CC(C)C)ccc3C#N)C2=O)cc1 (centres undefined)	3.3	-3.0	0.0	2.3
CC(=O)Oc1cccc(N2C(=O)c3ccc(N)cc3C2=O)c1	-0.5	-11.6	-0.2	-6.0

# All compounds of this part (from the top)
Structure	GPR151 ag	TEAD-YAP inh	FBW7 act	MITF primary
CC(Cc1ccccc1)NC(=O)/C=C/c1ccc([N+](=O)[O-])cc1 (centres undefined)	-1.8	-2.2	-0.2	-5.0
COc1ccc(N2C(=O)CC(Sc3nc(CC(C)C)ccc3C#N)C2=O)cc1 (centres undefined)	3.3	-3.0	0.0	2.3
CC(=O)Oc1cccc(N2C(=O)c3ccc(N)cc3C2=O)c1	-0.5	-11.6	-0.2	-6.0
O=C(Cn1nnc(-c2ccccc2NC(=O)c2cnccn2)n1)NC1CCCCC1	-0.3	-11.9	0.2	21.7
C=CCN1C(=O)C(C)(C)COc2cc(NS(=O)(=O)Cc3ccc(C)cc3)ccc21	-1.2	6.5	0.0	5.7
COc1ccc(CN2CCN(C3CCCC3)C(CCO)C2)cc1OC (centres undefined)	-1.0	3.9	-0.1	14.0
CCOc1cccc(CN2CCOc3ccc(C(O)c4ccncc4)cc3C2)c1 (centres undefined)	-0.1	-4.4	0.5	16.3
CCOc1ccc(CC(=O)Nc2sc3c(c2C(N)=O)CCCCCC3)cc1OCC	-0.9	-9.5	0.0	-6.2
Cc1cc2c(c(SCc3ccccc3Cl)n1)C(=O)OC2	0.8	4.7	0.0	7.2
O=C(NCCCOc1cccc2cccnc12)c1ccc2ncsc2c1	0.5	9.1	-0.1	4.8
CCC(C)c1ccc(NC(=O)CN(C)S(=O)(=O)c2ccccc2)cc1 (centres undefined)	0.5	6.4	0.3	3.2
O=C(Nc1ccc(F)cc1)c1ccc(-c2ccccc2[N+](=O)[O-])o1	-0.8	-9.0	-0.1	-3.0
CN1C(=O)c2ccc(C(=O)Nc3cc(Cl)ccc3O)cc2C1=O	-1.7	-12.0	-0.1	8.2
CCCCc1ccc(C(=O)N/C(=C\c2ccc(C)cc2)C(=O)Nc2ccc(F)cc2)cc1	1.8	-0.2	0.0	11.0
COc1cc(CNCCO)cc(Br)c1OCc1ccccc1	-1.2	0.0	1.3	16.2
CCCOC(=O)c1cccc(NC(=O)c2ccncc2)c1	1.6	14.8	0.3	-12.7
Nc1c(-c2nc(-c3ccccc3F)no2)nnn1-c1ccccc1C(F)(F)F	3.9	-15.8	0.2	3.0
CC(=O)C1=C(O)C(=O)N(Cc2ccccc2)C1c1ccc(Br)cc1 (centres undefined)	-0.9	9.1	0.6	19.8
Cc1ccc(NC(=O)CCC(=O)NNC(=O)c2ccccc2Br)c(C)c1	1.6	-4.0	-0.1	-7.7
CN1C(=O)C(Cc2ccc(O)cc2)NC1=S (centres undefined)	0.3	-1.8	0.0	2.4
Nc1c(C(=O)N2CCOCC2)sc2nc(-c3ccccc3)cc(-c3ccccc3)c12	-0.6	-0.4	0.7	-20.1
O=C1NC(=O)C(Cc2ccccc2)(C2CCN(C(=O)CSc3ccccc3)CC2)N1 (centres undefined)	-0.4	-7.0	0.6	-8.6
CC(=O)NCCC(=O)Nc1ccc(OC(F)F)cc1	1.2	-0.1	0.2	16.3
CC(=Nc1ccccc1)Nc1ccccc1	0.0	0.3	0.3	5.7
Cc1nnc2c(NCCc3ccccc3)nc3ccccc3n12	-1.1	6.3	-0.1	-18.6

# Further entries.
Structure	GPR151 ag	TEAD-YAP inh	FBW7 act	MITF primary
Cc1cc(C)c2c(c1)-c1c(ssc1=S)C(C)(C)N2C(=O)CN1CCOCC1	1.1	-4.7	-0.4	8.2
O=c1cc(-c2ccccc2)nc(SCc2ccc(Cl)c(Cl)c2)[nH]1	-1.6	0.7	0.6	0.2
CC(C)N1CCC(N2CCN(Cc3cccc4c3OCO4)CC2CCO)CC1 (centres undefined)	0.3	10.7	0.0	5.1
NC1=NC(c2ccccc2I)n2c(nc3ccccc32)N1 (centres undefined)	-1.1	6.5	-0.1	-3.9
CS(=O)(=O)N(CC(=O)Nc1ccc(F)cc1F)c1cccc2ccccc12	0.0	5.2	0.2	0.5
CCOC(=O)C1=C(C)NC(=S)NC1c1ccc(OCC(=O)N2CCCCC2)cc1 (centres undefined)	0.0	-4.4	-0.1	-2.4
CCN1CCCCC1C(=O)N1CCC(Oc2cccc(C(=O)N(C)CCN(C)C)c2)CC1 (centres undefined)	0.6	6.0	0.1	-8.4
C=C(C)CNC(=S)NNC(=O)c1cccc(C)c1[N+](=O)[O-]	-0.7	-9.2	-0.1	-27.6
CCN(CC)c1ccc(C(=O)NNC(=O)CCC2CCCCC2)cc1	-1.9	-6.4	0.5	11.6
Cc1ccc(CNC(=O)c2cn(C)c3ccc(S(=O)(=O)N4CCCC4)cc3c2=O)cc1	0.1	-3.0	0.0	0.4
COc1c(COc2ccccc2NC(C)=O)cc(C)cc1COc1ccccc1NC(C)=O	2.2	31.1	0.1	14.1
CCN(CC)C(=O)CSc1nnc(NC(=O)c2ccccc2Br)s1	-1.0	-2.5	0.0	10.0
FC(F)(F)c1cccc(N2NC3(CCCCC3)NC2=S)c1	-0.4	0.0	-0.1	11.1
O=C(Nc1sc2c(c1C(=O)Nc1cccc3ccccc13)CCC2)c1cc([N+](=O)[O-])ccc1Cl	1.8	-2.5	0.2	-15.8
O=C(/C=C/c1cccc([N+](=O)[O-])c1)Nc1ccc(I)cc1	3.1	3.0	-0.1	1.3
COCCNC(=O)CCS(=O)(=O)c1ccc2c(c1)SC(C)C(=O)N2 (centres undefined)	-0.6	4.6	-0.1	-1.6
COCCN(CCOC)S(=O)(=O)c1ccc2c(c1)OCCO2	1.4	-1.9	-0.1	4.9
COc1ccc2oc(-c3csc(NC(=O)C4CC4)n3)cc2c1	-0.5	-33.9	0.1	-2.2
CC(C)CCN1C(=O)CCc2cc(NC(=O)c3ccc4c(c3)OCO4)ccc21	5.3*	-14.5	0.0	1.6
CC(CO)N(/N=C/c1cc(Br)ccc1O)C1=NS(=O)(=O)c2ccccc21 (centres undefined)	2.5	-4.5	-0.2	-9.1
COc1ccc(NC(=O)C2=C(C)NC(=O)NC2c2ccc([N+](=O)[O-])cc2)c(OC)c1 (centres undefined)	0.6	2.0	-0.3	7.9
Cc1cc2ccccc2c(=O)n1CC(=O)Nc1ccc2c(c1)OCO2	0.6	-1.9	0.2	-4.4
NC(=O)Cn1c(CSc2nc3ccccc3n2Cc2ccccc2)nc2ccccc21	0.4	5.2	0.0	-4.5
COc1ccc(NC(=O)c2ccccc2NC(=O)c2ccccc2C(=O)O)c(OC)c1	-1.0	-29.4	0.0	14.4
COc1cccc(CC(C2CCN(Cc3ccc(CO)o3)CC2)N(C)C(=O)C2CC2)c1 (centres undefined)	0.7	5.8	-0.1	-10.5

# New compounds follow:
Structure	GPR151 ag	TEAD-YAP inh	FBW7 act	MITF primary
CC12C=CC(O1)C1C(=O)N(c3ccccc3)C(=O)C12 (centres undefined)	-0.9	2.4	0.6	1.7
O=C(Cc1cccs1)Nc1noc2ccccc12	-0.9	-2.1	0.8	5.7
CCc1nc2ccc(C(=O)NCc3ccc(F)cc3)cc2nc1CC	1.4	-8.5	0.1	0.3
Cc1[nH]c2ccc(Br)cc2c(=O)c1CN(C)Cc1ccccc1	0.1	-0.8	0.1	2.9
COC(=O)c1cc(S(=O)(=O)Nc2ccc(F)cc2C)c[nH]1	-0.2	-4.8	-0.1	4.0
COc1cc(C2NC(=O)NC(C)=C2C(=O)OCC2CCCCC2)ccc1OCc1ccccc1 (centres undefined)	-0.3	7.5	0.0	3.2
CC(C)(C)c1ccc(C(=O)NNC(=O)c2ccc(I)cc2)cc1	-1.2	-1.4	0.2	37.2
Cc1cc(C)n(/N=C/c2ccc(O)cc2)c(=O)c1C#N	-1.5	2.1	0.2	4.7
COC(=O)c1ccccc1NC(=O)CSc1nnnn1-c1ccc(C(N)=O)cc1	-0.8	-1.9	-0.1	-7.1
O=C(Nc1ccc2c(c1)CN(CCCn1cccn1)CC2)C1CCCO1 (centres undefined)	0.2	1.4	-0.1	-12.3
N#CCNC(=O)c1cc2nc(-c3ccccc3)cc(C(F)(F)F)n2n1	0.2	-2.1	0.0	-4.7
O=C(CCc1ccccc1)Nc1ccc(O)cc1C(=O)O	-0.7	-3.0	-0.5	-16.9
CCCNC(=O)COc1ccc(Br)cc1C	0.6	-23.6	0.6	9.7
O=C(Nc1ccc(S(=O)(=O)NCc2ccccc2)cc1)c1ccco1	0.3	-7.0	0.2	-6.2
CCn1c(C(=O)O)c(CNCC(C)c2ccccc2)c2ccccc21 (centres undefined)	1.1	15.2	0.0	6.1
Cc1ccsc1/C=C(\C#N)C(=O)NC1CCS(=O)(=O)C1 (centres undefined)	2.3	6.1	0.3	13.6
NC(=O)c1ccc2c(c1)C(=O)c1ccccc1C2=O	-1.8	-13.5	-0.1	13.7
O=[N+]([O-])c1c(NCCN2CCCC2)ccc2nsnc12	-0.3	0.9	-0.1	-7.4
O=C(CSc1nc2ccccc2c(=O)n1-c1ccc(Cl)cc1)c1cccs1	-0.9	-45.5	0.3	-15.9
COc1ccc(-n2nc(C(=O)NCC(=O)Nc3ccc(C(C)C)cc3)c3ccccc3c2=O)cc1Cl	-0.4	-3.4	-0.2	2.1
O=C(NNC(=O)C1CC1c1ccccc1)c1ccccc1[N+](=O)[O-] (centres undefined)	1.3	-4.6	-0.1	1.1
CCCCCOC(=O)c1ccc(N2C(=O)C3C4c5ccccc5C(c5ccccc54)C3C2=O)cc1 (centres undefined)	-0.7	1.7	-0.1	-4.7
NC(=O)c1c(NC(=O)COc2ccc(Cl)cc2)sc2c1CCC2	-0.5	-4.0	0.1	13.6
Cc1nc2c(C(=O)N3CCN(c4ccccn4)CC3)cnn2c(C)c1Cc1ccccc1Cl	0.2	-13.8	-0.1	-17.0
Cc1cc(-c2ccccc2C(=O)NCc2ccccc2)on1	1.1	-2.8	-0.1	9.4

# New compounds follow:
Structure	GPR151 ag	TEAD-YAP inh	FBW7 act	MITF primary
CC(=O)c1cc(F)c(N2CCN(C(=O)c3ccc(Cl)c(Cl)c3)CC2)cc1C	-0.6	-4.1	-0.1	0.6
COc1ccc(CCNC(=O)c2c[nH]c3ccc(S(=O)(=O)N4CCCCCC4)cc3c2=O)cc1OC	0.0	1.9	0.7	12.3
COc1ccccc1NC(=O)C1=C(C)NC(SCC(=O)Nc2ccc(Cl)c(Cl)c2)=C(C#N)C1c1ccc(C)o1 (centres undefined)	-0.4	3.8	-0.1	5.3
COc1ccc(-c2[nH]nc3c2C(c2ccc(C)cc2)C(C#N)=C(N)O3)cc1 (centres undefined)	0.2	0.1	-0.1	2.6
O=C1NC(=O)N(c2cccc([N+](=O)[O-])c2)C(=O)/C1=C/c1ccc(O)cc1	-1.7	2.5	1.0	10.5
Cn1c(=O)c2c(nc3n(C4CC4)c(-c4ccccc4)cn23)n(C)c1=O	-0.6	-4.0	-0.1	-15.0
COc1ccc(/C(O)=C/c2nc3cc(C)ccc3oc2=O)cc1	0.1	-4.3	-0.1	-2.9
Cc1cc(C)nc(N2CCN(C(=O)CCC(=O)O)CC2)n1	-0.7	-5.0	0.0	9.6
CS(=O)(=O)N(CC(=O)N1CCCCCC1)c1ccc(OCc2ccccc2)cc1	1.9	10.5	-0.1	4.7
COc1cc(Nc2nc(Nc3ccc4ncccc4c3)nc3c2ncn3-c2ccccc2)cc(OC)c1OC	1.9	28.0	-0.1	-4.0
Cn1c(SCC(=O)N2c3ccccc3Sc3ccccc32)nc2ccccc21	-0.6	1.1	0.1	16.7
CCN(CC)c1nc(Nc2cccc(C(F)(F)F)c2)nc(N2CCOCC2)n1	0.1	-0.9	-0.1	-7.8
CCOC(=O)CSc1ccc(-c2nc3ccccc3[nH]2)cn1	-7.3	10.6	-0.1	8.0
COc1ccccc1N1CCN(C(=O)C(OC(C)=O)c2ccccc2)CC1 (centres undefined)	-0.2	-3.0	0.6	-4.8
COCCNc1cc(C)nc2ccc(C)cc12	-0.5	9.2	0.0	5.1
Cc1cnc(NC2CCN(Cc3ccccc3)CC2)nc1NCc1cccnc1	-1.0	-4.8	-0.1	-4.3
O=C(O)CSC1CC(=O)N(c2ccc(F)cc2)C1=O (centres undefined)	-1.7	-9.0	-0.1	-0.4
COc1ccc(-n2nc(C(=O)NCC(=O)Nc3ccc(Oc4ccccc4)cc3)c3ccccc3c2=O)cc1Cl	-0.5	0.9	0.0	-8.9
CCOC(=O)/C(=C/c1ccc(OC)cc1)NC(=O)c1ccco1	-0.6	-3.4	-0.2	-4.0
CC1CCc2c(sc3[nH]c(=S)n(Cc4ccccc4)c(=O)c23)C1 (centres undefined)	-0.2	8.6	-0.1	-2.3
NC(=O)CSc1nnc(-c2ccncc2)n1Cc1ccccc1	0.8	2.2	-0.1	1.0
CC1(Cc2ccc3c(c2)OCO3)C(=O)Nc2c(-c3ccco3)cccc21 (centres undefined)	0.3	6.3	0.1	12.7
Cc1cccc(C2=N/C(=C\c3ccc4c(c3)OCO4)C(=O)O2)c1	-0.4	8.4	-0.1	3.5
O=C(Nc1ccccc1)c1snc2c(=O)[nH]cnc12	-2.8	-2.6	-0.1	9.8
